APOBEC3A inh: blocks human APOBEC3A ssDNA deamination; P31941; recombinant A3A, FAM/TAMRA ssDNA deamination fluorescence; inhibition, % at 20 µM; 330,000 compounds, 0.41% hits; AID 493011;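 active = at least 40% inhibition at 20 µM here, with at most 30% in a related deaminase screen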;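 also: plate controls were A3A with DMSO for no effect and wells lacking A3A enzyme for full effect; some results filed as inactive read as strong as hits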
Target sequence (P31941 whole entry, looked up): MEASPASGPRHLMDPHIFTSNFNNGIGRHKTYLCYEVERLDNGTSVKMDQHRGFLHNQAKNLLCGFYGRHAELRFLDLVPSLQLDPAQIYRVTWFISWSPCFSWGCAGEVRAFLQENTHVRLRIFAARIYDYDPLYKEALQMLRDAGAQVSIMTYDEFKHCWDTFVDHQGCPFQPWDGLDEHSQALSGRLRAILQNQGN
beta cell repl: MIN6 beta-cell proliferation induction | MIN6 cells proliferation, ATPlite luminescence, 48 h; cells starved in 0.2% serum; 100% = growth in 10% serum | proliferation, % at 10 µM | 330,000 compounds, 0.29% hits;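 active = compounds whose signal lies at least 3.5 SD above the mean of all wells on their plate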;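 also: 0% = DMSO-treated cells in low-serum medium and 100% = 10% serum control; some compounds called inactive have numbers as strong as hits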
hIAP act: human IAP activation; purified human IAP, CDP-Star luminescence, 30 min; hits give high values; 1 = vehicle-only enzyme, 0 = enzyme-free background; activation factor at 10 µM; 330,000 compounds, 0.16% hits; AID 2524;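 active = activation factor of the enzyme at least 2-fold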; also: the source names both 10 and 20 µM as test concentration; values of inactives mirror those of a sister screen read the other way
mIAP activ: increases mouse intestinal alkaline phosphatase activity. muIAP, CDP-Star luminescence, 30 min; hits give high values; 1 = vehicle-only enzyme signal, 0 = enzyme-free wells. activation factor at 10 µM. 330,000 compounds, 0.24% hits;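 active = activation factor of at least 2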; also: the source names both 10 and 20 µM as test concentration; values of inactives mirror those of a sister screen read the other way
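System: mouse IAP enzyme. Reagent: CDP-Star chemiluminescent phosphatase substrate. Benchmarks: DMSO wells, no-enzyme wells. Times: 30 min enzyme-substrate-compound incubation at room temperature. Detection: luminescence from enzymatic CDP-Star hydrolysis. Doses: test compounds delivered from DMSO solution.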
SENP1 FRET inh: SENP1 (human) catalytic domain inhibition; Q9P0U3; recombinant SENP1 catalytic domain, CyPet-SUMO1-YPet FRET cleavage; inhibition, % at 10 µM; 360,000 compounds, 0.21% hits; AID 624204;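 active = inhibition at least 30% at 10 µM, raw YFP signal under a set limit, fluorescence ratio 0.5 to 1.5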;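 also: 0% = enzyme with DMSO and 100% = no enzyme wells; some results filed as inactive read as strong as hits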
Target sequence (Q9P0U3 419-644 limits assumed): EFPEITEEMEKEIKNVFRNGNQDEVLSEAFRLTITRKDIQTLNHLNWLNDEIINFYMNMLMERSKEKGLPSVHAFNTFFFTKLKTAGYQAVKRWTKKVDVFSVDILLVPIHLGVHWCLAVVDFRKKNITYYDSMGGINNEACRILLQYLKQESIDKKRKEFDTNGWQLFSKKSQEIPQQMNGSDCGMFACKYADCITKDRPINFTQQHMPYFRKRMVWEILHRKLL
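Test system: human SENP1 catalytic domain; medium: Tris pH 8 buffer plus EDTA, NaCl, BME, BSA, NP40, catalase; incubation: 50 min reaction at room temperature; technique: FRET, CFP and YFP emission; controls: no-enzyme low control and enzyme-plus-DMSO high control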
NALP3 yeast inh: inhibitors of NALP3 inflammasome in yeast. Yeast reconstituted NLRP3/ASC/caspase-1, beta-gal luminescence, 24 h. inhibition, % at 10 µM. 330,000 compounds, 0.39% hits;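 active = inhibition of 50% or more; inactive = inhibition below 50%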;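 also: plate controls were induced DMSO wells for no effect and uninduced yeast grown without galactose for full effect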
hIAP inh: human IAP inhibition | 330,000 compounds, 0.12% hits | purified IAP, CDP-Star luminescence, 30 min | AID 2544 | P09923 | inhibition, % at 10 µM;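 active = inhibition reaching a set limit with compound at 10 µM in the primary screen, cut at about 35% in these data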;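 also: plate controls were DMSO wells with enzyme for no effect and no-enzyme buffer wells for full effect; values of inactives mirror those of a sister screen read the other way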
mIAP inh: mouse IAP inhibition; purified mouse IAP, CDP-Star luminescence, 30 min; inhibition, % at 10 µM; 330,000 compounds, 0.2% hits;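 active = inhibition of at least 40% at 10 µM in the primary screen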;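 also: plate controls were DMSO with enzyme for no effect and no enzyme wells for full effect; values of inactives mirror those of a sister screen read the other way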
APOBEC3G inh: blocks human APOBEC3G single-stranded DNA deamination | Q9HC16 | recombinant A3G, ssDNA deamination FAM/TAMRA fluorescence | inhibition, % at 20 µM | 330,000 compounds, 0.28% hits | AID 493012;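 active = inhibition of at least 40% at 20 µM, with no more than 30% in the related APOBEC3A deaminase screen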;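 also: plate controls were DMSO wells with A3G for no effect and wells lacking A3G enzyme for full effect; some compounds called inactive have numbers as strong as hits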
Target sequence (Q9HC16 whole entry, looked up): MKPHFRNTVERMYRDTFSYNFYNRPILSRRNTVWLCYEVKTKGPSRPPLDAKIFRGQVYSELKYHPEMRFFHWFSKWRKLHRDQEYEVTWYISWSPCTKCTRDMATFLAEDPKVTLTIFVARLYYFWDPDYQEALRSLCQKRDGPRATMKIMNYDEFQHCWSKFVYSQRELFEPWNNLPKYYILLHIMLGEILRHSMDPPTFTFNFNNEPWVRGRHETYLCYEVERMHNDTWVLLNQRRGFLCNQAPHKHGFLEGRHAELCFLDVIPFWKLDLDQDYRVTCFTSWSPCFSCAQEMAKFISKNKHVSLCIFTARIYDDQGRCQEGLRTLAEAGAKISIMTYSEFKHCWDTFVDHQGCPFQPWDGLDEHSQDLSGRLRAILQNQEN
* hit, by the source's call; · = not tested or not shown.

A first look:
SMILES	APOBEC3A inh	beta cell repl	hIAP act	mIAP activ	SENP1 FRET inh	NALP3 yeast inh	hIAP inh	mIAP inh	APOBEC3G inh
O=C(NC1CC(=O)N(c2ccc(Cl)cc2)C1)N1CCN(C(=O)c2ccco2)CC1 (configuration not stated)	2	-1	0.97	0.99	1	15	3	1	0
O=C(O)c1csc(-c2ccccc2)n1	-7	-2	1.3	1.2	3	-3	-32	-16	-2
Cc1ccc(S(=O)(=O)NC2(C(F)(F)F)NC(=O)N(c3ccccc3F)C2=O)cc1 (configuration not stated)	1	0	0.99	0.96	-1	8	1	4	-6

The whole of this part, previewed entries included:
SMILES	APOBEC3A inh	beta cell repl	hIAP act	mIAP activ	SENP1 FRET inh	NALP3 yeast inh	hIAP inh	mIAP inh	APOBEC3G inh
O=C(NC1CC(=O)N(c2ccc(Cl)cc2)C1)N1CCN(C(=O)c2ccco2)CC1 (configuration not stated)	2	-1	0.97	0.99	1	15	3	1	0
O=C(O)c1csc(-c2ccccc2)n1	-7	-2	1.3	1.2	3	-3	-32	-16	-2
Cc1ccc(S(=O)(=O)NC2(C(F)(F)F)NC(=O)N(c3ccccc3F)C2=O)cc1 (configuration not stated)	1	0	0.99	0.96	-1	8	1	4	-6
C#CCSc1nc(Cc2ccc(Cl)cc2)nc2ccccc12	48*	-4	1	0.72	-2	25	-4	28	-2
COc1cc(OC)cc(C(=O)Nc2ncc3c(n2)CC(C)(C)CC3=O)c1	1	-1	1	1	2	-7	-2	-4	0
Cc1ccc(S(=O)(=O)N2C[C@@H]3[C@H]4CC[C@H](C4)[C@@H]3[C@@H](C)[C@@H]2c2ccn([Si](C(C)C)(C(C)C)C(C)C)c2)cc1	3	·	·	1	-2	·	·	-2	1
C/C(N)=C(/C#N)C(=O)COC(=O)c1ccc(OCC2CCCO2)cc1 (configuration not stated)	8	0	0.98	1	-3	14	2	-1	-1
COc1ccc(C(=O)NNC(=O)CSc2nnnn2-c2cc(OC)cc(OC)c2)cc1	0	1	1.6	0.98	1	23	-58	2	-8
CCC(C)c1ccc(N(C(=O)c2ccco2)C(C(=O)NC2CCCC2)c2cccnc2)cc1 (configuration not stated)	1	-3	1.1	0.99	2	5	-10	0	-7
Cc1cc(C)c(NC(=O)c2ccccc2N(C)S(C)(=O)=O)c(C)c1	-4	2	0.91	0.93	-1	-7	9	8	-8
COc1cc(S(=O)(=O)Nc2ccc(C)cc2)ccc1N=Cc1c(C)[nH]n(-c2ccc(C)cc2)c1=O	-2	0	0.96	1	8	15	4	0	-5
Cc1cccc(C(=O)Nc2nnc(Cc3ccccc3)s2)c1	-5	-3	0.95	0.88	-1	20	5	12	10
CC(NS(=O)(=O)c1ccc(Br)cc1)C(=O)NCC1CCCO1 (configuration not stated)	3	0	0.94	1	1	8	6	-2	6
CC(=O)N1CCN(Cc2nc3cc(NC(=O)c4ccccc4C)ccc3n2C)CC1	-8	1	0.97	0.91	1	7	3	9	-10
CCOC(=O)C1CCCN(c2c(Nc3ccc(C)c(C)c3)c(=O)c2=O)C1 (configuration not stated)	0	1	0.94	0.93	1	16	6	7	-1
O=c1[nH]cn[nH]1	-4	4	1	0.91	-1	19	-3	9	-12
CCCn1cc(S(=O)(=O)c2ccc(C)cc2)c(=O)c2cc(OC)ccc21	0	-3	1.3	1	3	16	-31	-3	4
Cc1nnsc1-c1c(C(=O)O)c(C)nn1-c1ccc(OC(F)(F)F)cc1	-4	-2	1.1	0.95	1	-11	-6	5	-4
Cc1cccc(C(=O)Nc2ccccc2C(=O)OCc2c(C)noc2C)c1	-2	-2	0.92	0.89	2	15	8	12	-8
COc1cc2cnc(-c3ccccc3)c(-c3cc(OC)c(OC)c(OC)c3)c2cc1OC	4	1	0.83	0.93	2	8	17	7	-2
N[C@@H](Cc1ccccc1)c1nnc(SCc2ccccc2F)o1	-2	0	1	0.98	0	17	-4	2	-4
Nn1c(SCC(=O)N2CCc3ccccc3C2)nnc1-c1cccs1	0	-1	1.1	0.92	0	24	-6	8	-8
CCOC(=O)c1c(NC(=O)CC2Sc3ccc(C(F)(F)F)cc3NC2=O)sc(C)c1C (configuration not stated)	-4	-2	1.1	1	-1	3	-7	-2	-4
FCCCOc1ccc(/C=N/OCc2ccc(Cl)cc2Cl)cc1	-4	-3	1.1	0.89	1	18	-10	11	-6
COc1cc(O)c(C(CC(=O)N2CCCC(C)C2)c2ccc3c(c2)OCO3)c(OC)c1 (configuration not stated)	11	0	0.91	1.1	-1	8	9	-13	0

(continued)
SMILES	APOBEC3A inh	beta cell repl	hIAP act	mIAP activ	SENP1 FRET inh	NALP3 yeast inh	hIAP inh	mIAP inh	APOBEC3G inh
CCOC(=O)CN1C(=O)S/C(=C/c2cc(C)n(C)c2C)C1=O	2	-2	1.1	0.91	-36	2	-12	9	0
COc1cc(/C=C(\C#N)C(=O)Nc2ccccc2)ccc1OCCN1CCOCC1	-1	-5	1.1	1	-4	19	-10	-1	-4
CC(=O)Nc1ccc(S(=O)(=O)N2CCCCC2C(=O)O)cc1 (configuration not stated)	-7	-4	0.93	1.1	2	-8	7	-14	-8
CCCCC(=O)N/C(N)=N/c1nc2ccccc2o1	-3	-3	1.1	1.1	-2	35	-6	-6	-4
CCC(=O)N1c2ccccc2NC2=C(C(=O)CC(C)(C)C2)C1c1ccc(O)c(OC)c1 (configuration not stated)	-7	0	1.1	1	1	20	-12	-4	-5
CCOc1ccc(NC(=O)CN2CCC(n3cnc4cc(F)ccc43)CC2)cc1	-1	-3	1.1	0.98	-1	18	-6	2	-5
Cn1c(CNC(=O)CCNC(=O)c2ccc(F)c(F)c2)cc(=O)n(C)c1=O	-4	-2	1	0.95	0	23	0	5	-3
CCOC(=O)Cc1csc(NC(=O)C2CCCN(S(=O)(=O)c3cnc[nH]3)C2)n1 (configuration not stated)	-1	-2	1.2	0.97	7	11	-20	3	-4
Cc1ccc(S(=O)(=O)N2CCN=C2SCc2ccc(Cl)c(Cl)c2)cc1	-5	0	1.1	1	1	-2	-5	0	-2
Cc1ccnc(NS(=O)(=O)c2ccc(NC(=O)C3CC3)cc2)n1	0	1	1.1	0.99	2	-4	-13	1	-5
Cc1cc(N2CCN(C)CC2)nc2ccc(NC(=O)c3ccccc3F)cc12	2	-1	1.1	1.2	3	6	-6	-16	-9
COc1ccc(CNCCSc2nnnn2C)cc1OC	4	2	0.95	0.93	3	3	5	7	-6
CCOC(=O)CSc1nc(-c2ccc3c(c2)OCO3)ccc1C#N	10	-3	0.82	1.1	-13	-1	18	-10	0
COc1ccccc1CC(=O)NCC1CCCO1 (configuration not stated)	-18	-3	1.2	0.86	-1	14	-18	14	-5
O=C(O)c1cnn2cc(-c3[nH]ncc3[N+](=O)[O-])cnc12	3	-1	1	1.1	1	8	-5	-7	1
Fc1ccc(C2c3cccn3CCN2C(=S)Nc2cccc(F)c2)cc1 (configuration not stated)	3	-4	0.95	0.92	0	12	5	8	-7
CCOC(=O)c1c(C)[nH]c(C)c1S(=O)(=O)N(C)CC(=O)Nc1ccccc1OC	-5	2	1.2	1	3	20	-17	-4	-3
CCOc1cc(C=O)ccc1OCCSc1ccc(Cl)cc1	-2	-4	1	0.86	-1	53*	-2	14	-7
CC(=O)OC1CC(n2ccc(NC(=O)c3ccccc3)nc2=O)OC1CO (configuration not stated)	-2	-2	1.2	1	3	19	-18	-3	-5
Cc1cc(C)nc(-n2nc(C)c3c(C(F)F)cc(C)nc32)n1	-2	-2	1.3	1.1	2	12	-26	-10	-6
O=C(Cc1c[nH]c2ccccc12)NCc1ccc2c(c1)OCO2	-1	-5	0.87	0.99	-3	10	13	1	-3
O=C(c1cc2ccccc2c(=O)o1)N1CCCC1	1	0	0.99	0.96	·	5	1	4	4
Cc1ccc(S(=O)(=O)CCc2nnc(NC(=O)c3cnccn3)s2)cc1	-6	-2	1.2	0.98	1	14	-25	2	3
CCOCCCNS(=O)(=O)c1cc2[nH]c3c(c2cc1C)C(=O)CC(C)(C)C3	-1	-1	1.1	1.1	-2	0	-10	-10	-7
O=C(C1=COCCO1)N1CCN(C(c2ccccc2)c2ccccc2)CC1	-2	-1	0.95	1.1	2	13	5	-5	-1

Next part:
SMILES	APOBEC3A inh	beta cell repl	hIAP act	mIAP activ	SENP1 FRET inh	NALP3 yeast inh	hIAP inh	mIAP inh	APOBEC3G inh
Cc1ccccc1C(=O)c1c[nH]c(C(=O)NCC2CCCO2)c1 (configuration not stated)	-6	-3	1.1	0.94	2	-5	-11	6	-9
Cc1cc2ccccc2n2c(SCC(=O)N3CCc4ccccc4C3)nnc12	-1	0	0.93	1.1	-2	2	8	-5	-5
COCCCNC(=O)CS(=O)(=O)Cc1nc(-c2cccc(OC)c2)oc1C	6	2	1.1	0.92	1	-11	-14	8	-2
COc1ccc(-c2csc(NC3OC(=O)c4ccccc43)n2)cc1 (configuration not stated)	-3	-1	0.92	0.93	0	-4	8	7	-5
Cc1onc(-c2ccccc2)c1C(=O)Nc1ccncc1	-1	-2	0.91	0.95	-2	-7	9	4	-4
CC1=C(c2ccccc2)SC2=NCCN21	-3	2	1.1	0.94	2	19	-14	6	-7
COc1ccc(OC)c(C2CC(=O)N3CN(c4cccc(Cl)c4C)CSC3=C2C#N)c1 (configuration not stated)	5	0	1.1	0.71	-38	14	-10	29	37
CCCCC(=O)N(Cc1ccc(F)cc1)C1CCS(=O)(=O)C1 (configuration not stated)	2	-2	0.83	0.87	2	10	17	13	-2
COc1ccccc1C(=O)OCC(=O)Nc1cc(S(=O)(=O)N2CCOCC2)ccc1N1CCCC1	-5	-3	1	1.1	2	4	-1	-12	-6
CCOC(=O)C(=O)Nc1ccc2c(c1)OCO2	-1	1	0.94	1	0	11	6	-3	-2
O=C(C1CCN(S(=O)(=O)Cc2ccccc2)CC1)N1CCCc2ccccc21	-6	1	0.88	0.96	-3	13	12	4	-6
CC1(C)c2ccccc2-n2c1cc1oc(=O)cc(O)c1c2=O	5	-2	1	1.1	0	76*	-3	-11	12
Nc1ncnc2c1ncn2[C@H]1CC[C@@H](CO)O1	-3	1	0.83	0.96	0	0	17	4	-5
O=C(O)c1ccc(S(=O)(=O)N2CCN(c3ccccn3)CC2)cc1	-4	0	1.2	0.95	-2	9	-22	5	-2
O=C1C(c2ccncc2)=C(O)c2ccccc21	-6	-3	1.1	1.1	9	16	-7	-5	-7
CC(C)c1ccc(CNC(=O)CSCC(=O)Nc2ccc3ccccc3c2)cc1	0	-5	0.81	1.2	0	-3	19	-20	-5
CSCC(=O)NC1CCCc2c1cnn2-c1cc(F)cc(F)c1 (configuration not stated)	2	2	0.91	0.99	0	29	9	1	-5
Cc1ccc(C)c(NC(=O)c2cnn3ccccc23)c1	-5	-2	0.94	0.94	-1	33	6	6	-9
C[C@H](NC(=O)CCn1nnc2ccccc2c1=O)C(=O)O	3	-4	0.98	1	2	-1	2	0	-1
Cc1nc(NC(=O)COC(=O)CCS(=O)(=O)c2ccccc2Cl)c(Cl)cc1Cl	-2	2	1.1	0.95	-1	16	-7	5	-7
Cc1cc2c(c(/C=C/C(=O)c3ccccc3)c1)OC1(C=C2)Oc2ccccc2C(=O)N1C (configuration not stated)	-1	-6	0.98	0.94	1	22	2	6	-5
CCn1c(COc2ccccc2C)nnc1SCC(=O)OC	-3	3	0.8	1	2	-25	20	-2	-12

Screens (PubChem)

Only part of the results is shown; rates above refer to the full screens.
